Mtb BioA inh – M. tuberculosis BioA enzyme inhibitors, primary screen, biochemical, plate reader, single point, HTS; 7,8-diaminopelargonic acid synthase BioA (Mycobacterium tuberculosis); purified M. tuberculosis BioA enzyme; inhibition, % at 9.99 µM; 360,000 compounds, 0.096% hits; AID 602481, 2012; in the data active = inhibition above about 40%
* = called active by the depositor. Only part of the results is shown; rates above refer to the full screens.

molecule	Mtb BioA inh
O=S(=O)(c1cccs1)N1CCCCN2[C@H](CO)[C@@H](c3ccc(Br)cc3)[C@@H]2C1	-2.5
CNC[C@H]1Oc2ncc(C#CC3(O)CCCC3)cc2C(=O)N([C@H](C)CO)C[C@H]1C	4.1
CC(C)C(=O)Nc1ccc2c(c1)C(=O)N(C)[C@@H]1CC[C@H](CC(=O)NCc3ccccc3F)O[C@@H]1CO2	-0.7
COc1ccc(NC(=O)Nc2ccc3c(c2)CC(=O)N([C@@H](C)CO)C[C@@H](C)[C@H](CN(C)C(=O)Nc2ccc(F)cc2)O3)cc1	-1.2
C[C@@H]1CN([C@@H](C)CO)C(=O)c2cc(C#CCN(C)C)cnc2O[C@@H]1CN(C)Cc1ccncc1	-1.9
CN1c2ccc(Br)cc2[C@H]2[C@H](CCN2S(=O)(=O)c2cccc(F)c2)[C@H]1CO	2.7
O=C(C[C@@H]1CC[C@@H]2[C@H](COC[C@@H](O)CN2C(=O)Nc2ccc(Cl)c(Cl)c2)O1)NCc1ccc(Cl)cc1	-2.0
C[C@H]1CCCCO[C@@H](CN(C)S(=O)(=O)c2ccccc2)[C@@H](C)CN([C@@H](C)CO)C(=O)c2cc(NC(=O)c3ccccc3)ccc2O1	-2.1

(more compounds)
molecule	Mtb BioA inh
CCC(=O)N(C)C[C@H]1Oc2cc(C#CCC(C)C)ccc2S(=O)(=O)N([C@H](C)CO)C[C@H]1C	-2.0
COc1ccc(CN(C)C[C@@H]2Oc3c(NS(=O)(=O)c4cn(C)cn4)cccc3C(=O)N([C@@H](C)CO)C[C@H]2C)cc1	-1.2
CNC[C@@H]1OCCCC[C@@H](C)Oc2ccc(NS(=O)(=O)c3ccc(C)cc3)cc2C(=O)N([C@H](C)CO)C[C@H]1C	-0.8
Cc1ccccc1NC(=O)Nc1ccc2c(c1)C(=O)N(C)[C@@H]1CC[C@@H](CC(=O)NCC3CC3)O[C@@H]1CO2	-0.9
C[C@@H]1CCCCO[C@@H](CN(C)C(=O)C2CCCCC2)[C@@H](C)CN([C@@H](C)CO)C(=O)c2cc(NC(=O)c3ccncc3)ccc2O1	1.3
O=C([C@H]1[C@H](CO)[C@H]2Cn3c(ccc(C4=CCCCC4)c3=O)[C@@H]1N2)N1CCC(Cc2ccccc2)CC1	-0.6
C[C@@H]1CCCCO[C@@H](CN(C)C(=O)C2CCCCC2)[C@H](C)CN([C@H](C)CO)C(=O)c2cc(NC(=O)Nc3ccc(F)cc3)ccc2O1	-1.7
CC(C)NC(=O)NCC[C@@H]1CC[C@H](NC(=O)CCN2CCCCC2)[C@H](CO)O1	-4.1

Later entries
molecule	Mtb BioA inh
Cc1ccc(S(=O)(=O)N(C)C[C@@H]2Oc3c(NC(=O)Nc4ccc5c(c4)OCO5)cccc3C(=O)N([C@H](C)CO)C[C@@H]2C)cc1	3.9
C[C@@H]1CN([C@@H](C)CO)C(=O)c2cc(NC(=O)C3CC3)ccc2O[C@H]1CN(C)C(=O)Nc1cccc2ccccc12	9.0
OC[C@H]1[C@H]2c3ccccc3NC[C@H]2N1Cc1ccccc1Cl	-2.9
C[C@@H]1CN([C@@H](C)CO)C(=O)c2c(c3ccccc3n2C)-c2ccccc2CO[C@H]1CN(C)C(=O)[C@@H](Cc1ccccc1)N(C)C	-0.2
COc1ccccc1C#Cc1ccc2c(c1)O[C@H](CN(C)Cc1cncnc1)[C@H](C)CN([C@H](C)CO)S2(=O)=O	-2.8
CN(C)CC(=O)Nc1ccc2c(c1)[C@@H]1C[C@@H](CC(=O)NCc3ccc(Cl)cc3)O[C@@H](CO)[C@@H]1O2	0.3
C[C@@H]1CN([C@@H](C)CO)C(=O)c2cc(NC(=O)NC3CCCCC3)ccc2O[C@H]1CN(C)Cc1ccc(C(F)(F)F)cc1	0.7
C[C@H](CO)N1C[C@H](C)[C@H](CN(C)C(=O)Nc2ccc3c(c2)OCO3)Oc2c(NC(=O)c3ccncc3)cccc2C1=O	-0.6

Continued:
molecule	Mtb BioA inh
O=C(C[C@@H]1CC[C@@H]2[C@H](COC[C@H](O)CN2Cc2cccc(Cl)c2)O1)N1CCOCC1	0.6
CO[C@H]1CN(C)C(=O)c2cc(NC(C)=O)ccc2OC[C@H](C)N(Cc2cccc(F)c2)C[C@@H]1C	1.2
Cc1noc(C)c1S(=O)(=O)Nc1ccc2c(c1)C(=O)N([C@@H](C)CO)C[C@@H](C)[C@@H](CN(C)C)OCCCC[C@@H](C)O2	-2.6
C[C@@H]1CN([C@@H](C)CO)C(=O)c2cccc(NC(=O)Nc3ccc(F)cc3)c2O[C@H]1CN(C)S(C)(=O)=O	1.8
C[C@H](CO)N1C[C@H](C)[C@H](CN(C)S(=O)(=O)c2ccccc2)OCCCC[C@H](C)Oc2ccc(NC(=O)NC3CCCCC3)cc2C1=O	-0.9
C[C@H](CO)N1C[C@H](C)[C@H](CN(C)S(=O)(=O)c2cccc(F)c2)Oc2ncc(C#CC3CC3)cc2C1=O	0.1
CS(=O)(=O)Nc1ccc2c(c1)[C@H]1C[C@H](CC(=O)NC3CCCC3)O[C@H](CO)[C@H]1O2	0.5
O=C(N[C@H]1CC[C@H](CCn2cc(-c3ccccn3)nn2)O[C@@H]1CO)c1cccnc1	-0.1

The results go on.
molecule	Mtb BioA inh
O=C(C[C@@H]1C[C@@H]2c3cc(NC(=O)C4CCOCC4)ccc3O[C@@H]2[C@H](CO)O1)NCc1ccc(Cl)cc1	-0.4
CCC(=O)N1C[C@@H](O)COC[C@@H]2O[C@H](CC(=O)NCC3CCCCC3)CC[C@H]21	-1.1
O=C(N[C@@H]1CC[C@H](CCNC(=O)C2CCCCC2)O[C@H]1CO)c1ccccn1	0.0
COc1ccc(CN(C)C[C@H]2Oc3ccc(NC(=O)C4CCCCC4)cc3CC(=O)N([C@H](C)CO)C[C@H]2C)cc1	2.2
C[C@@H]1CN([C@@H](C)CO)C(=O)c2cc(NC(=O)C3CCCCC3)ccc2O[C@@H]1CN(C)Cc1ccc(C(F)(F)F)cc1	-0.9
C[C@@H]1CN([C@H](C)CO)C(=O)Cc2cc(NS(=O)(=O)c3cn(C)cn3)ccc2O[C@H]1CN(C)Cc1ccc(C(=O)O)cc1	-1.4
CN1C(=O)c2cc(NC(=O)Nc3ccccc3)ccc2OC[C@@H]2O[C@@H](CC(=O)O)CC[C@@H]21	-0.5
COc1cccc(C(=O)Nc2ccc3c(c2)OC[C@@H](C)N(C)C[C@@H](C)[C@H](OC)CN(C)C3=O)c1	-1.6

Going on with the list.
molecule	Mtb BioA inh
C[C@H](CO)N1C[C@H](C)[C@@H](CN(C)CC2CC2)Oc2cc(C#CC(C)(C)O)ccc2S1(=O)=O	6.5
C[C@H]1CN([C@@H](C)CO)C(=O)Cc2cc(NC(=O)CCN3CCOCC3)ccc2O[C@@H]1CN(C)C(=O)Nc1ccc2c(c1)OCO2	0.1
Cc1noc(C)c1S(=O)(=O)N(C)C[C@H]1OCCCC[C@@H](C)Oc2ccc(NS(=O)(=O)c3cccs3)cc2C(=O)N([C@H](C)CO)C[C@@H]1C	-0.2
COc1ccc(S(=O)(=O)Nc2ccc3c(c2)C(=O)N([C@@H](C)CO)C[C@H](C)[C@@H](CN(C)Cc2ccc4c(c2)OCO4)OCCCC[C@H](C)O3)cc1	1.8
COc1ccc(S(=O)(=O)Nc2cccc3c2O[C@@H](CN(C)S(=O)(=O)c2c(C)noc2C)[C@@H](C)CN([C@H](C)CO)C3=O)cc1	-1.3
COc1ccc(NC(=O)Nc2ccc3c(c2)C(=O)N([C@H](C)CO)C[C@H](C)[C@@H](CN(C)S(=O)(=O)c2cccs2)OCCCC[C@H](C)O3)cc1	-2.9
Cc1ccccc1S(=O)(=O)NCC[C@@H]1CC[C@H](NC(=O)C2CCCC2)[C@@H](CO)O1	0.1
O=C(C[C@@H]1CC[C@H]2[C@@H](COC[C@@H](O)CN2Cc2cc(F)cc(F)c2)O1)Nc1nccs1	-2.0

Three compounds out of the list, sorted by count of non-hydrogen atoms, ascending.
molecule	Mtb BioA inh
CN(C)CC(=O)Nc1ccc2c(c1)[C@@H]1C[C@@H](CC(=O)NCc3ccc(Cl)cc3)O[C@@H](CO)[C@@H]1O2	0.3
C[C@@H]1CN([C@@H](C)CO)C(=O)c2cc(NC(=O)C3CC3)ccc2O[C@H]1CN(C)C(=O)Nc1cccc2ccccc12	9.0
COc1ccc(NC(=O)Nc2ccc3c(c2)CC(=O)N([C@@H](C)CO)C[C@@H](C)[C@H](CN(C)C(=O)Nc2ccc(F)cc2)O3)cc1	-1.2

(further entries)
molecule	Mtb BioA inh
COCCNC(=O)[C@H]1[C@H](CO)[C@H]2Cn3c(ccc(C4=CCCCC4)c3=O)[C@@H]1N2C(=O)C1CC1	-0.1
CN1CCCCN2[C@H](CO)[C@H](c3ccc(Br)cc3)[C@@H]2C1	-3.0
C[C@H](CO)N1C[C@H](C)[C@@H](CN(C)Cc2ccc3c(c2)OCO3)OCCCC[C@H](C)Oc2ccc(NC(=O)c3ccccc3)cc2C1=O	-2.0
CN1C(=O)c2cc(NC(=O)C3CCCC3)ccc2OC[C@@H]2O[C@@H](CC(=O)O)CC[C@H]21	-1.0
C[C@@H]1CN([C@H](C)CO)C(=O)c2cccc(NS(=O)(=O)c3cn(C)cn3)c2O[C@@H]1CN(C)Cc1ccc2c(c1)OCO2	3.7
Cn1cnc(CCNC(=O)C[C@@H]2CC[C@H]3[C@@H](COC[C@H](O)CN3C(=O)Nc3ccc(Cl)cc3)O2)c1	0.6
C[C@H]1CN([C@@H](C)CO)C(=O)Cc2cc(NC(=O)CCN3CCOCC3)ccc2O[C@H]1CN(C)S(=O)(=O)c1cccs1	-1.2
O=C(N[C@@H]1CC[C@H](CCNS(=O)(=O)c2ccc(F)cc2)O[C@@H]1CO)c1cccnc1	8.4

More records.
molecule	Mtb BioA inh
CCCN1C[C@@H](C)[C@@H](OC)CN(C)C(=O)c2ccc(NC(=O)COC)cc2OC[C@@H]1C	-3.6
N#C[C@@H]1[C@H](c2ccccc2)[C@H](CO)N1C(=O)CN1CCOCC1	-0.1
O=C(C[C@@H]1CC[C@H](NC(=O)c2ccc(F)cc2)[C@@H](CO)O1)NCCc1ccccc1	2.0
COc1ccc(S(=O)(=O)N(C)C[C@@H]2OCCCC[C@H](C)Oc3ccc(NS(C)(=O)=O)cc3C(=O)N([C@H](C)CO)C[C@H]2C)cc1	4.9
CO[C@H]1CN(C)C(=O)c2cc(NC(=O)Nc3cccc(F)c3)ccc2OC[C@H](C)N(C)C[C@@H]1C	2.5
COc1ccccc1C#Cc1cnc2c(c1)C(=O)N([C@H](C)CO)C[C@H](C)[C@H](CN(C)C(=O)CC1CC1)O2	-1.2
C[C@H]1CN([C@@H](C)CO)C(=O)Cc2cc(NC(=O)Nc3ccc(F)cc3)ccc2O[C@@H]1CN(C)Cc1ccc2c(c1)OCO2	-2.9
C[C@@H]1CN([C@H](C)CO)C(=O)Cc2cc(NS(=O)(=O)c3ccc(Cl)cc3)ccc2O[C@H]1CN(C)S(=O)(=O)c1cccs1	-1.6

New compounds follow.
molecule	Mtb BioA inh
O=C(N[C@@H]1CC[C@H](CC(=O)N2CCCCC2)O[C@H]1CO)c1cccc(F)c1	0.9
CCC(=O)N(C)C[C@@H]1Oc2cc(C3=CCCC3)ccc2S(=O)(=O)N([C@@H](C)CO)C[C@@H]1C	-0.7
COc1ccc(CNC(=O)C[C@@H]2C=C[C@@H](NC(=O)Nc3ccc4c(c3)OCO4)[C@H](CO)O2)cc1	-1.4
C/C=C/c1ccc2c(c1)O[C@@H](CN(C)S(=O)(=O)c1ccc(C)cc1)[C@@H](C)CN([C@@H](C)CO)S2(=O)=O	-0.7
C[C@H](CO)N1C[C@H](C)[C@@H](CN(C)C(=O)c2ccccc2)Oc2cc(C3=CCCCC3)ccc2S1(=O)=O	-1.0
Cc1noc(C)c1S(=O)(=O)Nc1ccc2c(c1)C(=O)N([C@@H](C)CO)C[C@@H](C)[C@@H](CN(C)C(=O)NC(C)C)OCCCC[C@@H](C)O2	-1.7
C[C@@H]1CCCCO[C@H](CN(C)C(=O)c2ccncc2)[C@H](C)CN([C@@H](C)CO)C(=O)c2cc(NC(=O)CCC(F)(F)F)ccc2O1	-0.9
CCNC(=O)C[C@@H]1CC[C@H](NC(=O)C2CCC2)[C@H](CO)O1	-0.9

Further structures
molecule	Mtb BioA inh
CNC[C@@H]1Oc2c(NC(=O)C3CCCCC3)cccc2C(=O)N([C@H](C)CO)C[C@H]1C	-2.8
CCCNC(=O)N(C)C[C@@H]1Oc2ncc(-c3ccccc3)cc2C(=O)N([C@@H](C)CO)C[C@@H]1C	-2.4
CO[C@H]1CN(C)C(=O)c2cc(NC(=O)C3CC3)ccc2OC[C@@H](C)N(C)C[C@H]1C	-0.1
Cc1noc(C)c1S(=O)(=O)N(C)C[C@@H]1Oc2ccc(NC(=O)C3CC3)cc2CC(=O)N([C@@H](C)CO)C[C@@H]1C	1.5
CC=Cc1ccc2n(c1=O)C[C@@H]1[C@@H](CO)[C@H](C(=O)NCCC)N(CC3CCOCC3)[C@H]21 (mixture of isomers)	-0.8
CC(C)NC(=O)Nc1ccc2c(c1)C(=O)N([C@H](C)CO)C[C@H](C)[C@H](CN(C)S(=O)(=O)c1cccs1)OCCCC[C@@H](C)O2	0.3
C[C@H](CO)N1C[C@H](C)[C@@H](CN(C)S(=O)(=O)c2ccccc2)Oc2ccc(N(C)C)cc2CC1=O	0.6
Cc1noc(C)c1NC(=O)N(C)C[C@@H]1OCCCC[C@@H](C)Oc2ccc(NS(=O)(=O)c3c(C)noc3C)cc2C(=O)N([C@H](C)CO)C[C@@H]1C	-2.3

Laid out differently: entries from further up.
CNC[C@@H]1Oc2c(NC(=O)C3CCCCC3)cccc2C(=O)N([C@H](C)CO)C[C@H]1C
  Mtb BioA inh: -2.8

CCCNC(=O)N(C)C[C@@H]1Oc2ncc(-c3ccccc3)cc2C(=O)N([C@@H](C)CO)C[C@@H]1C
  Mtb BioA inh: -2.4
